ASAP1 GAP inh: inhibitors of human ASAP1 ArfGAP activity. Q9ULH1. ASAP1-stimulated ARF1 GTP hydrolysis, GDP FP detection. 360,000 compounds, 0.19% hits. AID 624377. inhibition, % at 16.5 µM; in the data active means inhibition above about 25%;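 further: 0% = vehicle with enzyme and substrate and 100% = no enzyme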
Target sequence (Q9ULH1 325-724 limits assumed): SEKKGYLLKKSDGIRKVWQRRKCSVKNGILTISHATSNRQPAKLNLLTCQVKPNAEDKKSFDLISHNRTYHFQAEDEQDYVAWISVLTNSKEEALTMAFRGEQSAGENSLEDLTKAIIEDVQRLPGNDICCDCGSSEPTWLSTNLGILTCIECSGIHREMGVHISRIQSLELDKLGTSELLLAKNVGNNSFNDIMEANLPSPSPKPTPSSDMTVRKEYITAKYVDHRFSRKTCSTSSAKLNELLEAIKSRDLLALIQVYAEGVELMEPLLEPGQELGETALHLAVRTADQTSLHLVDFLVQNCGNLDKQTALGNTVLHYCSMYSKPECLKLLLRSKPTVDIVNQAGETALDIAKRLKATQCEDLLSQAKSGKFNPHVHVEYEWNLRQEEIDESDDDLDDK
LEDGF integ inh: blocks HIV-1 LEDGF/p75-dependent DNA integration. inhibition, % at 3.7 µM. 370,000 compounds, 0.64% hits. TR-FRET IN-LEDGF/p75 DNA integration, Eu/Cy5. AID 743269;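 active means inhibition above the screen-wide mean plus 3 SD, cut at about 13% in these data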;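 further: signal is the Cy5 over europium emission ratio at 671 and 618 nm; 0% = plate median of compound wells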
ARFGAP1 inhibitor: inhibitors of rat ARFGAP1 | Q62848 | Arfgap1-stimulated ARF1 GTP hydrolysis, GDP FP detection | inhibition, % at 16.5 µM | 360,000 compounds, 0.26% hits;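 active means inhibition above a per-plate limit, mean inhibition of low control wells plus 3 SD, cut at about 25% in these data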;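 further: 0% = DMSO wells with enzyme and 100% = wells lacking Arfgap1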
Target sequence (Q62848 1-136 limits assumed): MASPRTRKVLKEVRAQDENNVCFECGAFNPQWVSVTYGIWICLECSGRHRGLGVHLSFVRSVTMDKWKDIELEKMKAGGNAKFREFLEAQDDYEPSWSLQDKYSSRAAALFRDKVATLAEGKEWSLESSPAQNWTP
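Material: rat Arfgap1 GAP domain (His6, aa 1-136), purified enzyme. Also added: human ARF1(Δ1-17)-GTP substrate. Compound dosing: 16.5 µM single point, 1.26% DMSO. Timing: enzyme reaction 120 min at 25 °C after 20 min preincubation. Signal: GDP detection by fluorescence polarization. Read-out basis: percent inhibition of GAP-stimulated GDP formation, scaled between DMSO and no-Arfgap1 medians.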
ADAM17 inh: inhibitors of human ADAM17; recombinant ADAM17, EDANS/DABCYL FRET peptide cleavage; inhibition, % at 6.95 µM; 370,000 compounds, 0.83% hits;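 active means inhibition above the mean of compounds lying between control limits plus 3 SD, set per campaign, cut at about 8.5% in these data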;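 further: 0% = DMSO-only wells as the low control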
DDE Tn7 FP inh: DD(E)-Tn7 binding inhibition, primary FP screen; 370,000 compounds, 0.13% hits; P02675; FP displacement of FITC-Tn7 peptide from fibrin DD(E); 0% = median of compound wells per plate; inhibition, % at 8.3 µM;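 active means inhibition above the mean of compounds falling within the control limits plus 3 SD of them, cut at about 14% in these data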;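 further: 0% = plate median of compound wells and 100% = 10 µM Aha-Tn7 peptide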
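Assay system: Human clot-derived fibrin DD(E) complex | Buffer or medium: Tris/NaCl/CaCl2 buffer, pH 7.8 | Repeats: One replicate per compound | Benchmarks: Aha-Tn7 high control | Measure: % inhibition scaled between sample-field median and high-control FP | Schedule: 10 min plus 3 h, room temperature | Signal: Fluorescence polarization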
Tn6 DDE FP: disrupts Tn6 cyclic peptide binding to fibrin D-Dimer-E complex; P02675; Fibrin DD(E) TRITC-Tn6 fluorescence polarization displacement; inhibition, % at 8.3 µM; 370,000 compounds, 0.21% hits; AID 720509;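 active means inhibition above a per-campaign cutoff: mean of compounds within control limits plus 3 SD, cut at about 15% in these data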;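 further: 0% = median of all compound wells on the plate and 100% = blocking peptide control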
ADAM10 inh: inhibitors of human ADAM10; O14672; recombinant ADAM10, EDANS/DABCYL FRET peptide cleavage, 3 h; inhibition, % at 7 µM; 370,000 compounds, 0.62% hits;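 active means inhibition above a per-campaign cutoff equal to the mean of compounds falling between control-based bounds plus 3 SD, cut at about 20% in these data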;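 further: 0% = DMSO wells while the 100% control is not disclosed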
PLCg1 inh: blocks human PLC-gamma1 enzyme activity; P19174; purified PLC-gamma1, fluorogenic substrate, fluorescence; inhibition, % at 12.2 µM; 370,000 compounds, 0.84% hits; in the data active means inhibition above about 9.5%
KLK7 zymogen act: proKLK7 (human) activation, primary screen | activation, % at 7 µM | 370,000 compounds, 0.9% hits | purified proKLK7, EDANS-DABCYL substrate fluorescence; 100% is mature enzyme control, 0% vehicle | P49862 | AID 652039;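 active means activation above the mean of all tested compounds plus 3 SD, computed per campaign excluding outliers beyond control limits, cut at about 13% in these data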
Target sequence (P49862 whole entry, looked up): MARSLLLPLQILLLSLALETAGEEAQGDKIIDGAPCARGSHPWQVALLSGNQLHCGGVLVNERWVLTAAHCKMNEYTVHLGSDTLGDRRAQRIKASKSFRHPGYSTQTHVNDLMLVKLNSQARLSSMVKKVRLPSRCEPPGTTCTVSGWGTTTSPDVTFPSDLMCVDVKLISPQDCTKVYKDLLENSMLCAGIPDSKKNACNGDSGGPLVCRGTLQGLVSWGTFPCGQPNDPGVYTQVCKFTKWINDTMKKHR
TDP2 absorb: TDP2 (human) inhibition, absorbance primary screen; O95551; recombinant TDP2, T5PNP hydrolysis, p-nitrophenol absorbance 415 nm; inhibition, % at 12.8 µM; 370,000 compounds, 0.34% hits; AID 720702;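 active means inhibition above the mean of all tested compounds plus 3 SD, set per campaign, cut at about 25% in these data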;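 further: 0% = DMSO with enzyme and 100% = buffer with substrate but no TDP2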
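Read-out basis: percent inhibition. System: recombinant human TDP2. Buffer or medium: Mg2+-containing Tris-HCl buffer, pH 7.5. Repeats: single replicate. Timing: reaction 2 h, 37 °C. Benchmarks: high control without enzyme, low control DMSO plus TDP2. Probe or stimulus: 5 mM T5PNP. Doses: 12.8 µM only. Measured by: epi absorbance of p-nitrophenol freed from T5PNP by hydrolysis.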
Active calls of the source: *; i = inactive.

SMILES	ASAP1 GAP inh	LEDGF integ inh	ARFGAP1 inhibitor	ADAM17 inh	DDE Tn7 FP inh	Tn6 DDE FP	ADAM10 inh	PLCg1 inh	KLK7 zymogen act	TDP2 absorb
Cc1nonc1NC(=O)CSc1nc2c(C)cccc2cc1C#N	6	-2	9	-2	1	-2	-4	-87	-0.4	4
O=C(Nc1nncs1)c1cccnc1Cl	-4	-1	2	-3	0	3	1	3	0.6	12
COc1ccc(/C=N/NC(=O)c2ccc3nc[nH]c3c2)cc1	-9	-1	10	-2	-3	-1	-4	-2	0.1	4
COc1ccc(/C=C2\SC(=O)N(CCNC(=O)C3CC4C=CC3C4)C2=O)cc1 (configuration not stated)	2	1	1	0	-8	0	5	3	-0.1	2
O=C(CCc1nnc(Cc2ccc3c(c2)OCO3)o1)NC(c1ccccn1)C(F)(F)F (configuration not stated)	1	-2	0	1	-1	9	-5	-1	-0.6	3
Cc1cn(CC2COC(C)(C)O2)c(=O)[nH]c1=O (configuration not stated)	-16	1	2	-4	1	7	-1	-1	-0.2	4
Cc1ccc(C)c(-n2c(SCC(=O)Nc3nonc3C)nnc2-c2ccoc2C)c1	2	3	18	-2	-2	13	-5	-5	0.4	-1
COc1ccc(CNC(=O)CCSCc2cccc(Cl)c2)c(OC)c1	-1	2	-9	6	10	8	8	4	-0.4	0
CC1=C(C(=O)Nc2ccccc2)C(c2ccc(Cl)cc2)n2c(s/c(=C/c3cccc(OCC(=O)O)c3)c2=O)=N1 (configuration not stated)	1	3	8	1	-3	-3	6	-4	-22	2
Cc1ccccc1NC(=O)c1c(Cl)nc(C)c(Cl)c1C	4	1	-1	-8	-4	6	-1	5	0.5	-8
COCOCCn1cc(CN2CCS(=O)(=O)N(Cc3ccc(-c4ccccc4)cc3)C(CC(C)C)C2=O)nn1 (configuration not stated)	13	3	7	8	5	5	12	-1	-0.1	-1
COc1ccc2[nH]c(=O)c(CN(Cc3ccccc3OC)Cc3nnnn3CC3CCCO3)cc2c1 (configuration not stated)	7	4	3	-137	-2	1	-424	-331	-5.0	-5
Cc1ccc(Nc2cc(C)nc3ncnn23)c(C)c1	0	-1	-5	1	-9	3	-3	4	-0.3	10
COc1ccc2c(c1)c1nnc(SCC(=O)N3C(C)CCCC3C)nc1n2C (configuration not stated)	6	2	17	2	-1	-1	-4	2	0.5	-3
CCOC(=O)C1CCN(C(=O)Cn2nc(C)c3c(C)n(-c4ccccc4)nc3c2=O)CC1	-8	-1	-8	-7	0	3	-4	1	0.1	10
CCn1cc(C(=O)OCC(=O)Nc2c(C)cccc2C)c(=O)c2ccc(C)nc21	-6	3	-7	2	-4	0	-1	-2	0.7	14
CCC1C(=O)CC(c2ccccc2)NC1c1ccccc1 (configuration not stated)	7	5	-10	0	-3	1	2	5	0.2	-5
Cc1ccc(CN=C2Nc3ccccc3CS2)cc1	0	1	7	2	-2	-4	6	0	-0.3	-9
CCNC(=O)N1c2ccccc2Sc2ccccc21	-13	-4	6	-2	2	0	-5	2	-0.1	-8
O=C(CCNc1ccc(F)cc1)c1cc2ccccc2o1	3	-3	-9	-5	4	0	-9	-1	0.4	-11
Cc1cc(C)c(S(=O)(=O)NCc2csc(C)n2)c(C)c1	6	-3	13	-3	-3	-3	3	3	0.4	3
O=C(NCCc1ccc(Cl)cc1)/C(=C/c1cccnc1)NC(=O)c1ccccc1	-10	-4	-4	-9	1	-11	-12	-11	-0.1	-10
Cc1ccc(-c2nc(-c3cccnc3)sc2CC(=O)Nc2ccc3nc(C)sc3c2)cc1	5	1	12	0	3	4	1	0	-0.1	4
Cc1ccc(NC(=O)C2CCN(C(=O)c3ccccc3C)CC2)cc1	2	0	10	0	-3	-2	-9	0	0.2	0
CC(C)(C)CC(=O)N1CCN(Cc2ccc3c(c2)OCO3)CC1	3	-5	-1	-6	-1	2	-11	-5	-0.1	-2
CCN1CCC(=NNC(=O)c2ccco2)CC1	-3	1	-13	-3	6	-2	-7	-4	-0.5	-8
N#Cc1cnn2ccn(C3OC(CO)C(O)C3O)c12 (configuration not stated)	3	-3	1	0	-9	1	-5	-1	-0.5	12
O=C(NCCN1CCOCC1)c1cc(Br)ccc1Cl	-2	-1	0	-3	-2	4	-11	-9	0.3	16
NC(=O)/C(=C\c1cccnc1)NC(=O)c1ccccc1	10	2	9	2	-5	-3	2	-3	-0.7	2
Cc1onc(-c2ccccc2)c1-c1n[nH]c(=S)n1-c1ccccc1Cl	-1	1	14	-6	2	-3	5	8	-0.4	-16

Single values from the list.
`Cc1ccc(-c2nc(-c3cccnc3)sc2CC(=O)Nc2ccc3nc(C)sc3c2)cc1` | ARFGAP1 inhibitor: 12
`N#Cc1cnn2ccn(C3OC(CO)C(O)C3O)c12` (configuration not stated) | DDE Tn7 FP inh: -9
`Cc1onc(-c2ccccc2)c1-c1n[nH]c(=S)n1-c1ccccc1Cl` | KLK7 zymogen act: -0.4
`O=C(NCCc1ccc(Cl)cc1)/C(=C/c1cccnc1)NC(=O)c1ccccc1` | KLK7 zymogen act: -0.1
`CC(C)(C)CC(=O)N1CCN(Cc2ccc3c(c2)OCO3)CC1` | ASAP1 GAP inh: 3
`CCNC(=O)N1c2ccccc2Sc2ccccc21` | DDE Tn7 FP inh: 2

(next part)
SMILES	ASAP1 GAP inh	LEDGF integ inh	ARFGAP1 inhibitor	ADAM17 inh	DDE Tn7 FP inh	Tn6 DDE FP	ADAM10 inh	PLCg1 inh	KLK7 zymogen act	TDP2 absorb
CN(C)S(=O)(=O)N(CC(=O)Nc1ccccc1)c1ccccc1	-4	4	7	-5	4	3	-3	-3	-0.7	4
CCOC(=O)C1CCCCN1C(=O)CCc1nnc(-c2ccc3c(c2)OCO3)o1 (configuration not stated)	8	-1	-7	-2	2	2	2	-2	0.3	16
COC(=O)CC1=C(C(=O)OC)[C@@H](c2ccccc2[N+](=O)[O-])C(C#N)=C(N)O1	6	3	-5	-13	4	-2	-40	-34	38*	3
CCC(=O)OCC(=O)[C@@]1(OC(=O)CC)[C@@H](C)C[C@H]2[C@@H]3CCC4=CC(=O)C=C[C@]4(C)[C@@]3(Cl)[C@@H](O)C[C@@]21C	11	1	10	6	-9	-5	21*	3	0.2	0
O=C1CCCCN1CCC(=O)N1CCCC(Nc2ccc(F)c(F)c2)C1 (configuration not stated)	-4	-6	-7	-3	6	11	13	-3	-0.5	-3
N#Cc1cccc(NC(=O)c2cc(C3CCCCN3C(=O)CCc3ccccc3)on2)c1 (configuration not stated)	-1	1	10	1	5	-8	7	5	0.5	6
Nc1nonc1-c1noc(COc2ccccc2Cl)n1	5	2	11	-1	1	-8	2	-2	-0.6	-1
CCCOC(=O)CC1C(=O)NCCN1C(=O)OC(C)(C)C (configuration not stated)	-9	-3	7	-7	-1	6	-5	-2	-0.2	-1
Cc1ccc2c(c1)CC1(CN2C)C(=O)OC(C)(C)OC1=O	1	1	6	-20	1	5	-43	-22	0.5	0
O=C(c1ccc([N+](=O)[O-])cc1)N1CCN(C(=O)c2cccs2)CC1	-6	1	-5	2	8	-4	4	2	-0.5	6
Cc1ccc(-c2nnc(SCC(=O)NC3CCS(=O)(=O)C3)nc2-c2ccc(C)cc2)cc1 (configuration not stated)	6	1	-1	0	7	1	7	2	0.5	1
Cn1c(N)c(C(=O)CSc2nc(N)cc(N)n2)c(=O)n(C)c1=O	-2	2	-1	2	-3	0	-4	3	-0.3	-5
Cc1ccc(C)n1-c1nccc(-c2cccs2)n1	-6	1	2	i	-1	-3	i	i	52*	4
COc1ccc(CNC(=O)c2ccc(C(C)C)cc2)cc1	8	1	7	-1	3	4	-1	-1	0.5	-10
CN(CC(=O)NCc1ccco1)S(=O)(=O)c1cccc2cccnc12	-7	3	-2	-1	-1	-4	-6	-2	-0.6	-17

3 entries out of the list above, sorted by the value under TDP2 absorb, ascending:
smiles	TDP2 absorb
COc1ccc(CNC(=O)CCSCc2cccc(Cl)c2)c(OC)c1	0
NC(=O)/C(=C\c1cccnc1)NC(=O)c1ccccc1	2
Cc1ccc(-c2nc(-c3cccnc3)sc2CC(=O)Nc2ccc3nc(C)sc3c2)cc1	4

Five consecutive records out of the list so far, for reference:
SMILES	ASAP1 GAP inh	LEDGF integ inh	ARFGAP1 inhibitor	ADAM17 inh	DDE Tn7 FP inh	Tn6 DDE FP	ADAM10 inh	PLCg1 inh	KLK7 zymogen act	TDP2 absorb
Cc1ccc(-c2nnc(SCC(=O)NC3CCS(=O)(=O)C3)nc2-c2ccc(C)cc2)cc1 (configuration not stated)	6	1	-1	0	7	1	7	2	0.5	1
Cn1c(N)c(C(=O)CSc2nc(N)cc(N)n2)c(=O)n(C)c1=O	-2	2	-1	2	-3	0	-4	3	-0.3	-5
Cc1ccc(C)n1-c1nccc(-c2cccs2)n1	-6	1	2	i	-1	-3	i	i	52*	4
COc1ccc(CNC(=O)c2ccc(C(C)C)cc2)cc1	8	1	7	-1	3	4	-1	-1	0.5	-10
CN(CC(=O)NCc1ccco1)S(=O)(=O)c1cccc2cccnc12	-7	3	-2	-1	-1	-4	-6	-2	-0.6	-17

Remaining list, next part
SMILES	ASAP1 GAP inh	LEDGF integ inh	ARFGAP1 inhibitor	ADAM17 inh	DDE Tn7 FP inh	Tn6 DDE FP	ADAM10 inh	PLCg1 inh	KLK7 zymogen act	TDP2 absorb
CCOc1ccccc1NC(=S)N(CCN(C)C)C(C)c1ccncc1 (configuration not stated)	-3	4	-1	2	-4	-2	2	5	-0.4	3
C[C@H](CO)N1C[C@H](C)[C@@H](CN(C)C(=O)Nc2ccccc2)Oc2ccc(NC(=O)C3CCCCC3)cc2C1=O	5	0	-4	1	0	-9	-8	-3	0.5	6
Cn1cc(Br)c(C(=O)Nc2nccs2)n1	3	1	4	-1	-1	3	4	-3	0.8	2
N#Cc1c(NCCCO)nc(-c2ccccc2)c2c1CCCC2	-2	-3	8	-52	2	-2	-151	-360	0.7	-6
COc1ccc(CN2CCSc3sccc3C2=O)cc1	-6	-1	14	-4	1	4	-4	1	0.3	0
CC(O/N=C/c1ccc(OC(F)F)cc1)C(=O)Nc1cccc(S(=O)(=O)N2CCOCC2)c1 (configuration not stated)	0	-1	14	2	6	-9	10	0	0.5	2
